B2AR arrestin – beta2AR (human) beta-arrestin recruitment activity; hit rate 0.02% among 330,000; Potency, µM (doses to about 46.1 µM), for the others: at the top dose activation, hits mostly activators; beta-arrestin recruitment to beta2AR, cell-based reporter; P07550;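 further: potency means the concentration at half of the fitted maximal effect; 0% = DMSO controls and full agonism = EC100 isoproterenol or metaproterenol; nearly all actives have a fitted effect of over 65% in size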
GALK inhibitor – inhibitors of human galactokinase; Potency, µM (highest dose often 57.5 µM), without a hit: at the highest dose activity change, negative = inhibition, actives largely listed as inhibitors; Purified GALK, Kinase-Glo residual ATP luminescence; P51570; hit rate 0.007% among 270,000; further: potency means the concentration at half of the fitted maximal effect; on the % scale 0 is the no-effect control and ±100 the full control effect
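5 nM enzyme, 35 uM ATP, 100 uM galactose, 20 mM HEPES pH8.0, 5 mM MgCl2; 1 h RT; residual ATP by Kinase-Glo Plus luminescence, qHTS format.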
KCNH2 3.1 inh – inhibitors of human KCNH2 3.1 potassium channel isoform; U2OS KCNH2 3.1, thallium flux FluxOr; stronger effect = lower value; activity change, % (tested at about 1.8 µM); hit rate 0.95% among 340,000;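 active means maximum activity change below -70%; inconclusive means maximum activity change from -70% to -50%; inactive means maximum activity change above -50%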;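 further: thallium influx rate constant from kinetic fluorescence after stimulation buffer; on the % scale 0 is the no-effect control and ±100 the full control effect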
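Steps: virus added to U2OS suspension (4 h, RT, dark); medium with 10% FBS added, cells plated, 37 C overnight; FluxOr/Red40 loading buffer 45 min RT; stimulation buffer, 2 min kinetic read; rate constant normalized.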
Menin-MLL TR inh – menin-MLL binding inhibition, Texas Red mutant peptide; O00255; Potency, µM (series often up to 61.6 µM), for the others: at the highest dose FP activity change, negative = inhibition, most hits filed as inhibitors; hit rate 0.23% among 270,000; Menin + Texas Red MLL mutant peptide, fluorescence polarization; active means well fitted inhibition curve with a large enough effect in the polarisation, with a control signal flat, not every such curve was filed as active; inconclusive means small, poorly fitted or top-dose-only effect, or effect the other way, or a change in a side signal; inactive means no such curve, though single readings can be large or run the other way; the % refers to the polarisation; further: potency means the concentration at half of the fitted maximal effect; % of control where 0% means no effect; many of its hits are not listed in these tables
FBPA coupling cs – counter-screen for Giardia aldolase inhibitors: coupling enzyme system. coupling enzyme system counterscreen, AmpLite Red fluorescence. activity change, negative = inhibition, % at 58.2 µM, hits read low. AID 2472. hit rate 0.67% among 290,000; in the data active means activity change below about -30%; further: on the % scale 0 is the no-effect control and ±100 the full control effect
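Coupling enzymes only (glyceraldehyde-3-phosphate) + compound, at 57.5 uM final, 10 min RT; add substrate/coupling/AmpLite Red mix, 20 min RT; fluorescence ex 525/em 598 nm. Actives flag coupling-system interference.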
PKM2 activator – PKM2 (human) enzyme activation; P14618; purified PKM2, Kinase-Glo ATP luminescence, activation; response scale: 0% is enzyme alone, no compound; Potency, µM (top dose mostly 57.5 µM), inactives show at the top dose activation, most hits filed as activators; hit rate 0.34% among 260,000; further: potency means the concentration at half of the fitted maximal effect; on the % scale 0 is the no-effect control and ±100 the full control effect; nearly all actives have a fitted effect of over 55% in size
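hPK-M2, >95% pure; 0.1 mM ADP / 0.5 mM PEP final; imidazole pH7.2 buffer w/ 7 mM MgCl2, 50 mM KCl; 1 h RT; Kinase-Glo lum. Intermediate enzyme activity for dual inhibitor/activator qHTS.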
Giardia killer – kills Giardia lamblia | Giardia lamblia trophozoite viability | hit rate 0.15% among 340,000 | activity change, % at 7.66 µM, hits read low; in the data active means activity change below about -80%; inconclusive means between about -30% and that limit;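 further: parasites exposed to compound for two days anaerobically before the ATP read; on the % scale 0 is the no-effect control and ±100 the full control effect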
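Viability, read as ATP luminescence: trophozoites at 100 cells/well, compound added, 48 hrs anaerobic at 37 deg C, then 15-30 min room-temperature development before reading.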
TRPV1 agonist – agonists of human vanilloid receptor 1 (TRPV1) | hit rate 0.19% among 320,000 | activation, % at 8.33 µM | Q8NER1 | AID 540275 | TRPV1-expressing cells, Fluo-8 calcium influx, agonist mode; in the data active means activation above about 80%; inconclusive means between about 30% and that limit; further: 0% is about no effect
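Cells expressing TRPV1 were dye-loaded with Fluo-8 and read kinetically: 10 s baseline, 3 min after compound (agonist portion), then 2 min after EC20 capsaicin (allosteric enhancer portion). Calcium-bound dye fluorescence at 480/520 nm.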
MLL CXXC-DNA inh – blocks binding of human MLL CXXC domain to DNA; Q03164; MLL-CXXC / FITC-HOXA9 DNA fluorescence polarization; Potency, µM (top dose mostly 115 µM), for the others: top-dose activity change, negative = inhibition, most hits filed as inhibitors; hit rate 0.037% among 290,000; AID 2662; active means well fitted inhibition curve with a large enough effect in the polarisation, with a control signal flat, not every such curve was filed as active; inconclusive means small, poorly fitted or top-dose-only effect, or effect the other way, or a change in a side signal; inactive means no such curve, though single readings can be large or run the other way; the % refers to the polarisation; further: potency means the concentration at half of the fitted maximal effect
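Purified MLL-CXXC (added from a 7 uM solution) was preincubated 5 min at ambient with pinned compounds in 50 mM Tris-HCl pH 7.5, 50 mM NaCl, 1 mM DTT, 0.05% BSA. Fluorescein-labeled HOX-A9 DNA (50 nM solution) followed, 30 min, then polarization read.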
USP2a block – inhibitors of human ubiquitin-specific protease USP2a. O75604. USP2 core, Ub-CHOP2 coupled fluorogenic reporter, 485/531. Potency, µM (top dose mostly 38.3 µM), for inactives: top-dose activity change, negative = inhibition, usual class: inhibitors. hit rate 0.01% among 330,000. AID 463254;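 further: potency means the concentration at half of the fitted maximal effect; plate controls were DMSO wells for no effect and full inhibition by NEM control for full effect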
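USP2 core (10nM final) preincubated 30min RT with compound in 20mM Tris-HCl pH 8.0, 2mM CaCl2, 2mM beta-mercaptoethanol, 0.05% CHAPS; 25nM Ub-CHOP2 plus 25nM reporter substrate added, fluorescence (Ex485/Em531) read after 60min.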
hERG WT inh – blocks the wildtype human KCNH2 potassium channel; Q12809; U2OS, BacMam KCNH2, thallium flux FluxOr; stronger effect = lower value; activity change, % at 1.84 µM; hit rate 0.37% among 340,000;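 active means maximum activity change below -70%; inconclusive means maximum activity change between -70% and -50%; inactive means maximum activity change above -50%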; further: on the % scale 0 is the no-effect control and ±100 the full control effect
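U2OS cells transduced with wild-type KCNH2 virus are loaded with FluxOr dye for 45 min, and thallium flux is measured in kinetic reads before and after stimulation buffer. Rate constants are normalized to DMSO controls.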
* marks the source's active call; other numbers are inactive results; ? = inconclusive; nt = not tested or not shown; [ ] = remark or other dose. Unless noted, the call rests on the fitted dose curve; in most records, active means well fitted curve in the direction sought with a large enough effect; inconclusive means small, poorly fitted or top-dose-only effect, or another doubt; inactive means no such curve, though single readings can be large; an effect the other way counts as inactive or inconclusive. An excerpt; rates above refer to the full screens.

SMILES	B2AR arrestin	GALK inhibitor	KCNH2 3.1 inh	Menin-MLL TR inh	FBPA coupling cs	PKM2 activator	Giardia killer	TRPV1 agonist	MLL CXXC-DNA inh	USP2a block	hERG WT inh
CN(C)C(=O)c1ccc2c(c1)C1C3CCC(C3)C1C(c1ccccc1)N2 (stereo not given)	-1.5%	nt	11	-24%	7	-6%	0	23	-4%	0%	nt
O=C(CN(c1cccc(C(F)(F)F)c1)S(=O)(=O)c1ccc(Cl)c([N+](=O)[O-])c1)NCc1ccc(F)cc1	-1.6%	-2%	-36	?	-3	0%	1	?	5%	0%	-8
Cc1cc2ncn(C(=O)c3c(-c4ccccc4Cl)noc3C)c2cc1C	-0.8%	-3%	10	?	-1	-7%	-15	1	0%	1%	-8
CN(C)S(=O)(=O)Oc1ccc(C(=O)Nc2ccc([N+](=O)[O-])cc2)cc1	0.1%	1%	21	13%	-1	-1%	2	5	8%	4%	-9
COCCNC(=O)CN(C(=O)c1ccc(N2CCCC2)nc1)c1ccccc1	-1.1%	-5%	-18	-21%	0	nt	-13	-1	-1%	0%	0
CCCCC(CC)COC(=O)C(C#N)=C(c1ccccc1)c1ccccc1 (stereo not given)	0.1%	nt	-13	10%	2	nt	7	9	12%	0%	-3
CCOC(=O)c1cnc2cc(C)nn2c1C	0.5%	-1%	-1	-6%	2	0%	13	0	1%	2%	-5
O=C(CCN1C(=O)/C(=C/c2ccco2)SC1=S)Nc1ccc(C(=O)O)c(O)c1	0.4%	-3%	6	93%[activator]	4	nt	11	-1	-13%	-2%	2
CCCC(=O)c1ccc(N2CCCC2)c(F)c1	0.3%	2%	-5	-2%	1	5%	-20	19	3%	1%	0
O=C(c1ccc(-n2c(SCc3cc(F)ccc3F)nc3ccccc3c2=O)cc1)N1CCOCC1	-1.0%	1%	-18	-19%	0	0%	34[activator]	?	-2%	1%	-8
CCOc1ccccc1C1CC(=O)Nc2cc3c(cc21)OCO3 (stereo not given)	0.2%	-1%	-7	-7%	-8	6%	5	16	-2%	-2%	0
CCN1CCN(P2(=O)C=C(c3ccccc3)OC(c3ccccc3)=C2)CC1	0.1%	-3%	-90*	-12%	-2	-15%	-11	6	-9%	-1%	-123*
COc1ccc(/C=C(/NC(=O)c2ccco2)C(=O)N2CCOCC2)cc1	0.0%	-8%	4	nt	nt	nt	0	-3	21%	2%	1
Cc1onc(-c2c(Cl)cccc2Cl)c1NC(=O)NNc1ccccn1	-0.5%	-3%	-14	nt	-2	-2%	-2	-1	-8%	0%	0
CCC1CCCCN1S(=O)(=O)c1ccccc1 (stereo not given)	-0.2%	0%	4	-3%	3	3%	-3	3	2%	0%	-1
c1ccc(OCc2noc(CN3CCC(C4CCCCC4)C3)n2)cc1 (stereo not given)	-0.6%	4%	6	-21%	0	-2%	-3	12	5%	2%	0
CCOc1cc(S(=O)(=O)NCc2ccncc2)ccc1Cl	0.2%	-1%	-6	-20%	2	-1%	-12	3	5%	-1%	4
COc1ccc(C(=O)N/C(=C/c2cccnc2)C(=O)NCc2ccco2)cc1OC	0.5%	-1%	-3	nt	2	-7%	8	0	1%	-2%	7
COc1cccc(-c2ccc(C#N)c(SCC(=O)NCCc3ccccc3)n2)c1	-0.1%	-1%	2	?	-1	0%	0	1	8%	1%	-3
Cc1occc(=O)c1OC(=O)Nc1ccc(Cl)c(Cl)c1	-1.5%	nt	9	?	-3	1%	-3	2	7%	1%	1
CCC(C)[C@H](NC(=O)N1CC(=O)Nc2ccccc21)C(=O)N[C@@H](Cc1c[nH]c2ccccc12)C(=O)O (stereo not given in full)	-1.1%	nt	-20	15%	4	3%	19	0	4%	4%	-3
CCOC(=O)N1CCC(n2c(SCC(=O)NCc3ccco3)nc3ccsc3c2=O)CC1	-0.1%	0%	nt	-25%	5	-1%	13	1	-6%	0%	-21
O=C(COc1ccc2ccccc2c1)NNC(=O)c1ccccc1	0.0%	-3%	6	13%	-2	nt	-26	1	-4%	0%	4
Cc1ccc(-c2nc(-c3ccncc3)no2)cc1C	8.0%	-4%	5	1%	4	-1%[11.5 µM]	-16	14	3%	-1%	0
O=C(c1cc(-c2ccncc2)nc2ccccc12)N1CCN(c2ccccn2)CC1	-0.2%	2%	11	0%	2	-2%	-8	-4	0%	-1%	6
CC(=O)c1ccc(N2CCN(C(=O)c3cc(S(=O)(=O)N4CCOCC4)ccc3C)CC2)cc1	0.0%	nt	20	nt	nt	nt	0	nt	nt	6%	42
COCCNC(=O)COC(=O)CSCc1nc2ccccc2s1	0.1%	5%	16	-2%	0	2%	5	2	-1%	-3%	3
Nc1ccc2nc(CCCCc3nc4ccccc4[nH]3)[nH]c2c1	0.0%	-2%	-9	1%	-8	1%[11.5 µM]	-14	-3	12%	1%	-3
O=C1CCC2S/C(=C/Nc3ccc(C(F)(F)F)cc3)C(=O)N12 (stereo not given)	0.1%	0%	?	27%	-3	-3%	20	?	4%	1%	-15
CN(C(=O)c1ccc(Br)o1)C1CCCCC1	0.2%	-1%	-16	-4%	-2	-5%	13	9	7%	1%	3
CCCCN1C(=O)NC(NC(C)=O)(C(F)(F)F)C1=O (stereo not given)	-0.1%	-2%	nt	5%	2	-1%	0	3	10%	0%	-14
CCN(CC)CCCOc1nc(C)nc2c1oc1ccccc12	-0.2%	3%	-32	-6%	2	-5%	12	-1	-22%	2%	1
O=C(N/N=C\c1ccc(F)cc1)c1ccc(Cn2cc(Br)c([N+](=O)[O-])n2)o1	-0.3%	-1%	-8	24%	-2	-2%	-26	?	-4%	1%	0
CCOc1cc(/C=C2\N=C(SC)SC2=O)cc([N+](=O)[O-])c1OC(C)=O	-0.1%	-2%	1	?	0	-8%	-8	0	-29%	-6%	-2
CN(CC(=O)Nc1sccc1C#N)S(=O)(=O)c1ccc(F)cc1	-0.2%	nt	7	nt	nt	nt	28	-1	nt	2%	0
CNS(=O)(=O)c1cc(OC)ccc1OC	-0.2%	0%	25	-1%	0	-5%	-2	-1	5%	1%	12
CCc1nnc(NC(=O)CN2C(=O)NC3(CCCC3)C2=O)s1	5.1%	nt	4	nt	nt	nt	3	-1	nt	1%	1
CN(C)CCCN(C(=O)C1COc2ccccc2O1)c1nc2cc3c(cc2s1)OCO3 (stereo not given)	-0.4%	5%	19	-12%	0	0%	?	-6	7%	1%	-4
Cc1ccc(C2=NN(CCC(=O)NCCCN3CCOCC3)C(=O)CC2)cc1	-0.2%	2%	2	-1%	2	nt	22	4	5%	1%	2
CC[C@]12c3[nH]c4cc(CCC(=O)N(C)C)ccc4c3CCN1C(=O)[C@@H](CC(=O)NCC13CC4CC(CC(C4)C1)C3)C[C@@H]2C(=O)N1CCN(C(=O)C2CC2)CC1	0.1%	nt	5	nt	nt	nt	?	nt	nt	-9%	1
c1ccc(C[C@H]2CNCCN2CC2(c3ccccc3)CC2)cc1	0.2%	nt	11	nt	nt	nt	-20	3	nt	-5%	0
CC(C)CNS(=O)(=O)c1ccc(CCC(=O)N2CCN(c3ccc(F)cc3)CC2)cc1	0.0%	5%	6	-21%	3	2%	-21	7	-13%	-1%	-5
COC(=O)C(/C=N/OCc1ccc([N+](=O)[O-])cc1)NC(=O)c1ccccc1 (stereo not given)	-0.8%	-2%	-6	0%	-1	12%	2	-1	5%	-1%	-10
Cc1occc1C(=O)NNC(=S)Nc1ccccc1C(F)(F)F	-0.4%	2%	-9	-4%	-3	-15%	-12	-2	-1%	3%	-2
O=C(NCc1ccccc1)C1CCN(S(=O)(=O)N2CCOCC2)CC1	0.1%	1%	7	2%	3	1%	-3	-2	-1%	0%	-2
N#C/C(=C\c1ccc2c(c1)OCO2)C(=O)NCc1ccco1	-0.8%	11%	28	-6%	-1	nt	9	8	2%	0%	nt
COc1ccc(C2C3=C(CC(C)(C)CC3=O)Nc3c2c(=O)[nH]c(=O)n3Cc2ccccc2)cc1 (stereo not given)	-0.8%	0%	1	4%	2	-3%	6	13	6%	-5%	-6
CC1CCCCN1CCCNC(=O)c1ccc(N2CCCC2=O)cc1 (stereo not given)	0.6%	nt	45	-3%	-1	1%	-9	0	nt	-1%	2
CN(Cc1ccccc1F)C(=O)c1ccc(NS(=O)(=O)c2ccc3[nH]c(=O)[nH]c3c2)cc1	-0.1%	nt	-2	nt	nt	nt	9	-3	nt	2%	2
